TRPC4 PAM: allosteric potentiators of mouse TRPC4 channel | Q9QUQ5 | HEK293 TRPC4beta/mu-opioid, DAMGO EC20, Fluo-4 Ca2+ flux; active compounds read high | B-score at 10 µM | actives 0.42% (n = 310,000);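 active = B-score of calcium response area above 5 SD of library B-scores, with initial fluorescence ratio within 5 SD of library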;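 note: B-score of integrated fluorescence ratio over time as area under calcium response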
KCNQ1 block: inhibitors of human KCNQ1 potassium channel; P51787; CHO-K1 KCNQ1, FluxOR thallium flux fluorescence; active compounds read high; B-score at 10 µM; actives 1.3% (n = 310,000); AID 2642;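 active = compounds whose thallium flux B-score, printed positive for inhibition, exceeds three library SD while starting fluorescence stays within three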;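 note: channel opened by potassium depolarization with thallium stimulus after 20 min compound exposure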
TRPC4 agonist: activators of mouse TRPC4 channel; Q9QUQ5; actives 0.49% (n = 310,000); AID 2237; HEK293 TRPC4beta/mu-opioid, Fluo4 calcium fluorescence; active compounds read high; B-score at 10 µM;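 active = B-score above 5 SD of library B-scores, and initial fluorescence ratio not above library mean plus 5 SD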;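 note: positive B-score marks a calcium rise read as TRPC4 activation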
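Incubation: 45 min room-temperature Fluo4 loading, 110 s read / System: HEK293 cells stably co-expressing mouse TRPC4beta and mu-opioid receptor / Signal: Fluo4 fluorescence, kinetic / Control set: buffer (low) and maximal DAMGO (high) / Measure: integrated baseline-normalised fluorescence ratio, converted to per-well B score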
hERG protect: compounds protecting human hERG from proarrhythmic drug block; Q12809; AID 1511; actives 0.51% (n = 310,000); CHO-hERG, FluxOR thallium flux, dofetilide IC70 present; activation (rescue from dofetilide block), less the hit threshold, % at 10 µM;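 active = activation above the mean of controls blocked by dofetilide plus 5 SD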;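 note: thallium influx through hERG after potassium depolarization seen as dye fluorescence rise; in these data hits start at about 4.7%; inactives centre near -7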
Target sequence (Q12809 whole entry, looked up): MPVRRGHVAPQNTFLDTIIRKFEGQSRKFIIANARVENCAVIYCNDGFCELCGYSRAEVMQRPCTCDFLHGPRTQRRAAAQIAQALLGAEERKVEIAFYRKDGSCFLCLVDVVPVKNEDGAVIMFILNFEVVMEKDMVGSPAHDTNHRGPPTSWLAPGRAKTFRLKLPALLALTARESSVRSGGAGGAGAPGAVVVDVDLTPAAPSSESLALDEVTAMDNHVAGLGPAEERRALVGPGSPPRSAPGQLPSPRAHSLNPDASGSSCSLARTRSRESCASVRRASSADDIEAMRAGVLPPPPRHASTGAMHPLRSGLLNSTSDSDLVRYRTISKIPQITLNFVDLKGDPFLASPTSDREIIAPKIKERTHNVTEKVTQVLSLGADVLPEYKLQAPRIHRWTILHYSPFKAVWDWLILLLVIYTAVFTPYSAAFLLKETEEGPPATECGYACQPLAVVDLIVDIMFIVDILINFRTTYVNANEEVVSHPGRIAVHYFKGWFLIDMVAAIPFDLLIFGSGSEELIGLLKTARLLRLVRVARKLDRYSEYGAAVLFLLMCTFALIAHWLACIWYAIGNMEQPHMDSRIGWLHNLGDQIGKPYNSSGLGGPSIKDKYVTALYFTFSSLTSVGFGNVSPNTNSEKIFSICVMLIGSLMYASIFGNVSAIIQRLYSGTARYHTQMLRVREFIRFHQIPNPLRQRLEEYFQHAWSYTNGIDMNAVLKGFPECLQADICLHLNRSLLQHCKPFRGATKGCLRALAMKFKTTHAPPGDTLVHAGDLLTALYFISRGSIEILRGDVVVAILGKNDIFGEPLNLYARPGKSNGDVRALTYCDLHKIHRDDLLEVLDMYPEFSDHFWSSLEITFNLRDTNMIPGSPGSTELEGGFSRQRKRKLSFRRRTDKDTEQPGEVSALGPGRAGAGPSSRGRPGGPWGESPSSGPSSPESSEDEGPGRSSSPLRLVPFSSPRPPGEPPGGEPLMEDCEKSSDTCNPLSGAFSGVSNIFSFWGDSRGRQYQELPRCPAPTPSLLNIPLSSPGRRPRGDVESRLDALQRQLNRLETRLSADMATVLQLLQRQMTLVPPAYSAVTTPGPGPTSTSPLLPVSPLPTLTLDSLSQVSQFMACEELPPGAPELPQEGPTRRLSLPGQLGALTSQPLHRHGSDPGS
PolyA inh: inhibitors of polyadenylation in S. cerevisiae. S. cerevisiae SKY197-pL101 polyadenylation reporter, beta-gal luminescence; efflux-impaired pdr1/pdr3 knockout yeast; score 100 = 6 SD above DMSO. calls only at 12 µM. actives 0.02% (n = 300,000);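 active = lowest replicate activity score at least 50, where 100 means six control SD above control mean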;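 note: yeast exposed to compound for 9 h at 30 °C; higher score means more reporter readthrough which indicates perturbed polyadenylation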
Dyrk1A ADPGlo: blocks rat Dyrk1A kinase activity. actives 0.43% (n = 310,000). ADP-Glo luminescence, NFATc1 peptide. inhibition, % at 12.5 µM; in the data active = inhibition above about 50%;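 note: plate controls were vehicle with enzyme for no effect and no enzyme for full effect; many of its hits are not listed in these tables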
TRPC4 block: TRPC4 (mouse) channel inhibition. Q9QUQ5. HEK293 TRPC4beta/mu-opioid, DAMGO-evoked Fluo4 calcium flux; active compounds read low. B-score at 10 µM. actives 0.39% (n = 300,000). AID 2247;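 active = B-score over 3 SD under the library average, no early fluorescence shift, positive overall ratio signal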
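Material: HEK293 cells with stable TRPC4beta plus mu-opioid receptor expression / Probe or stimulus: DAMGO in two steps, submaximal then maximal / Compound: single concentration per test compound / Technique: kinetic Fluo4 fluorescence imaging of calcium influx / Read-out: per-well B score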
Platelet DG rel: modulates dense granule release in human platelets; actives 0.22% (n = 300,000); human platelet-rich plasma, SFLLRN dense granule ATP release, luminescence; inhibition, %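 (compounds screened at 7.5 µM in platelet-rich plasma)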;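 active = mean replicate score, as percent of positive control, at or above 50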
KCNK9 inh: inhibitors of human KCNK9 two-pore domain potassium channel. Q9NPC2. HEK293 KCNK9, FluxOR thallium flux fluorescence; active compounds read low. B-score at 10 µM. actives 1.2% (n = 310,000). AID 488922;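 active = ratio B-score over 3 SD below the library mean, with starting fluorescence within 5 SD of its mean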;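 note: negative B-score means less thallium flux so channel inhibition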
KCNQ1 act: potentiators or activators of human KCNQ1 potassium channel; P51787; actives 0.35% (n = 310,000); B-score at 10 µM; CHO-K1 KCNQ1, thallium flux FluxOR fluorescence; active compounds read high;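 active = fluorescence ratio B-score, a plate-corrected score, at least three library SD, with initial intensity B-score within 5 SD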
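Medium – assay buffer, equal DMSO in all wells · Material – CHO-K1 cell line with stable KCNQ1 potassium channel expression · Signal – kinetic FluxOR thallium fluorescence, 10-s 1-Hz baseline, 110-s post-stimulus read · Compound – single concentration per compound, DMSO matched to controls · Schedule – 37 °C overnight plating, 90-min dark dye load, 20-min compound pretreatment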
KCNK3 inh: human KCNK3 channel inhibition, primary screen; O14649; CHO-KCNK3 thallium flux, FluxOR fluorescence; active compounds read low; B-score at 10 µM; actives 0.84% (n = 340,000);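 active = B-score under library mean minus 4 SD, starting fluorescence ratio at most library mean plus 5 SD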;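 note: more negative B-score means stronger inhibition of thallium flux through KCNK3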
The depositor's hits bear a star; i = inactive; x = no result given. These rows are one share of the data. The share of hits here may be higher or lower than overall.

SMILES	TRPC4 PAM	KCNQ1 block	TRPC4 agonist	hERG protect	PolyA inh	Dyrk1A ADPGlo	TRPC4 block	Platelet DG rel	KCNK9 inh	KCNQ1 act	KCNK3 inh
O=C(Nc1ccc2c(c1)nc1n2CCSC1)c1ccccc1	i	i	i	-11.3	i	-1.9	i	12.6	i	i	i
COc1ccc(C2CC(c3ccccc3)=NN2c2ccc(Cl)c(C(=O)O)c2)cc1 (stereo not given)	i	i	i	-3.8	i	11.3	i	2.5	i	i	i
O=C(NCCC1CCCCN1S(=O)(=O)c1ccccc1)C(=O)NC1CC1 (stereo not given)	i	i	i	-16.8	i	-6.6	i	3.2	i	i	i
c1ccc2c(c1)nc1sccn12	i	i	i	-13.6	i	-4.8	i	0.3	i	i	i
CCCC(=O)NC(=S)Nc1cc(-c2nc3ncccc3o2)ccc1C	i	i	i	-8.4	i	27.6	i	5.0	i	i	i
COc1ccc(-n2c(-c3ccc(Br)cc3)c[n+]3c2CCc2ccccc2-3)cc1	i	10*	i	-25.4	i	-0.1	i	6.5	i	i	i
O=C1CC(c2ccccc2)n2nc(NC(=O)C3CCCO3)nc2N1 (stereo not given)	i	i	i	-6.2	i	1.9	i	0.8	i	i	i
CC(C)CC(=O)Nc1c2c(nn1-c1cccc(Cl)c1)CS(=O)C2 (stereo not given)	i	i	i	-4.4	i	-1.1	i	-8.4	i	i	i
CC1CCC2(CC1)NC(=O)N(CC(=O)Nc1cccc(S(=O)(=O)N3CCOCC3)c1)C2=O (stereo not given)	i	i	i	-9.9	i	-7.0	i	4.0	i	i	i
Cc1ccc(S(=O)(=O)CCC(=O)OC(C)C(=O)c2c(C)[nH]c3ccccc23)cc1 (stereo not given)	i	i	i	-12.6	i	1.8	i	10.5	i	i	i
COc1ccc(S(=O)(=O)N2CCOCC2)cc1NC(=O)CSc1n[nH]c(=O)n1C1CC1	i	i	i	-9.3	i	-2.4	i	7.6	i	i	i
CC(C)(C)Cc1nnc(NC(=O)c2ccc3c(c2)OCO3)s1	i	i	i	-7.3	i	8.1	i	-6.9	i	i	i
O=C(N/N=C/c1ccc(Cl)c([N+](=O)[O-])c1)c1cc(-c2ccccc2)nc2ccccc12	i	i	i	-28.6	i	-2.6	i	-18.4	i	i	i
C=C(C)c1cccc(C(C)(C)NC(=O)N2CCCC(C(N)=O)C2)c1 (stereo not given)	i	i	i	-1.7	i	0.0	i	-4.2	i	i	i
Cc1ccc(NC(=O)C2CC3CCC2C3)c(Br)c1 (stereo not given)	i	i	i	-6.1	i	12.2	i	-8.1	i	i	i
S=C(NCCNC(=S)Nc1ccccc1)Nc1ccccc1	i	i	i	-5.0	i	x	i	6.3	i	i	i
CCN1CCN(CCC(=O)Nc2cccc(C)c2)CC1	i	i	i	-8.1	i	12.9	i	2.5	i	i	i
CCCn1c2ccccc2c2nnc(SCC(=O)Nc3c(C)n(C)n(-c4ccccc4)c3=O)nc21	i	i	i	-16.8	i	2.7	i	-1.3	i	i	i
Cc1[nH]c2ccccc2c1C(C[N+](=O)[O-])c1cccs1 (stereo not given)	i	i	i	-11.2	i	1.6	i	-3.8	i	i	i
O=c1cc(CSc2nnc(-c3ccccc3)o2)c2ccccc2[nH]1	i	i	i	-8.4	i	-5.4	i	2.3	i	i	i
O=C(CSc1nc(O)c(C2CCCCC2)c(=O)[nH]1)N1CCOCC1	i	i	i	-11.4	i	x	i	1.3	i	i	i
C=CCNc1ncnc2c1cnn2-c1ccc(C)cc1C	i	i	i	-17.6	i	9.8	i	-4.0	i	i	i
CCc1cccc(C)c1NS(=O)(=O)c1c(C)nc2sccn2c1=O	i	i	i	-10.0	i	-1.6	i	-10.2	i	i	i
CCOC(=O)C1CCN(C(=O)COC(=O)COc2ccccc2OC)CC1	i	i	i	-1.1	i	-4.8	i	-5.2	i	i	i
O=[N+]([O-])c1ccccc1S(=O)(=O)NC1CCCC1	i	i	i	-5.9	i	-0.7	i	0.8	i	i	i
COc1ccc(CCNS(=O)(=O)c2cc3c4c(c2)CC(=O)N4CCC3)cc1	i	i	i	-4.9	i	-1.1	i	6.9	i	i	i
C/C(Cl)=C\Cn1c(O)c(N=NC(N)=S)c2ccccc21	i	i	i	14.5*	i	7.4	i	0.2	i	i	i
Cc1ccc2nc(C3CCCN(C(=O)NCc4ccccc4)C3)[nH]c2c1 (stereo not given)	i	i	i	-5.8	x	8.7	i	8.5	i	i	i
N#Cc1cccc(CSc2nnc(CCCO)n2-c2ccccc2)c1	i	i	i	-13.3	i	-3.5	i	0.0	i	i	i
CCOc1cc(N2CCOCC2)c(OCC)cc1NC(=O)COC(=O)c1cc(C)cc(C)c1	i	i	i	-3.3	i	0.1	i	3.1	i	i	i
c1ccc(-c2ccc3sccc3n2)cc1	i	i	i	-3.4	i	x	i	3.0	i	i	i
O=C(NCCc1nnc2ccc(SCC(=O)N3CCCC3)nn12)c1ccc(F)cc1	i	i	i	-6.7	i	7.6	i	6.9	i	i	i
Cc1cc(=O)oc2cc(OCC(=O)NCCc3nc4ccccc4[nH]3)ccc12	i	i	i	-4.4	i	-5.8	i	-6.1	i	i	i
CCc1cc(=O)oc2cc(C)cc(OC(C)C(=O)NCCCN3CCCC3=O)c12 (stereo not given)	i	i	i	-13.8	i	x	i	-1.7	i	i	i
O=C(NCC(O)c1ccc2ccccc2c1)c1c(F)cccc1F (stereo not given)	i	i	i	0.2	i	-0.4	i	-0.9	i	i	i
Cc1ccc(C)c(OCC(=O)Nc2cccc(C(=O)O)c2)c1C	i	i	i	-4.9	i	11.1	i	-0.5	i	i	i
O=C1CCCN1CCCNc1ncccc1[N+](=O)[O-]	i	i	i	-8.7	i	-5.2	i	-8.2	i	i	i
CC(C)(C)N(C(=O)Cn1nnc(-c2ccc(F)cc2)n1)C(C(=O)NC1CCCC1)c1ccncc1 (stereo not given)	i	i	i	1.6	i	-5.6	i	-2.8	i	i	i
O=C(Nc1ccc(OC(F)(F)F)cc1)c1ccc(-n2cncn2)nc1	i	i	i	-2.7	i	-5.8	i	-2.7	i	i	i
Cc1cc(-c2ccccc2N)n[nH]1	i	i	i	-5.4	i	5.5	i	-0.3	i	i	i
CCOC(=O)CSc1nnc(CNC(=O)c2ccc(OC)c(OC)c2)n1C	i	i	i	-6.8	i	-1.1	i	4.9	i	i	i
CCOc1cc(N2CCOCC2)c(OCC)cc1NC(=O)COc1cccc(Cl)c1	i	i	i	-10.6	x	-0.7	i	19.3	i	i	i
O=c1cc(CSc2ccccn2)[nH]c(=O)[nH]1	i	i	i	-4.7	i	-8.6	i	3.1	i	i	i
COC(=O)c1[nH]c2cc(OC)ccc2c1NC(=O)CCN1CCN(c2ccccc2)CC1	i	i	i	-10.4	i	0.7	i	-2.8	i	i	i
O=C1N(Nc2ccccc2)C(c2ccc(Br)cc2)C12CCCC2 (stereo not given)	i	i	i	-8.4	i	-5.7	i	0.3	i	i	i

Compound profiles, as listed above.
Results for Cc1ccc(C)c(OCC(=O)Nc2cccc(C(=O)O)c2)c1C = TRPC4 PAM: i; KCNQ1 block: i; TRPC4 agonist: i; hERG protect: -4.9; PolyA inh: i; Dyrk1A ADPGlo: 11.1; TRPC4 block: i; Platelet DG rel: -0.5; KCNK9 inh: i; KCNQ1 act: i; KCNK3 inh: i
Results for COC(=O)c1[nH]c2cc(OC)ccc2c1NC(=O)CCN1CCN(c2ccccc2)CC1 = TRPC4 PAM: i; KCNQ1 block: i; TRPC4 agonist: i; hERG protect: -10.4; PolyA inh: i; Dyrk1A ADPGlo: 0.7; TRPC4 block: i; Platelet DG rel: -2.8; KCNK9 inh: i; KCNQ1 act: i; KCNK3 inh: i

Next section
SMILES	TRPC4 PAM	KCNQ1 block	TRPC4 agonist	hERG protect	PolyA inh	Dyrk1A ADPGlo	TRPC4 block	Platelet DG rel	KCNK9 inh	KCNQ1 act	KCNK3 inh
COc1cc(-c2n[nH]c(=S)n2-c2ccc(C)cc2)cc(OC)c1OC	i	i	i	-12.4	i	8.1	i	-0.3	i	i	i
COC(=O)c1cn(Nc2ncc(C(F)(F)F)cc2Cl)c(=O)c2ccccc12	i	i	i	-10.4	i	8.7	i	-1.7	i	i	i
O=C(NCCc1c[nH]c2ccccc12)c1cc2ccccc2oc1=O	i	i	i	-22.1	i	14.8	i	-8.9	i	i	i
COc1ccc(C2=NN(CCC(=O)NC3CCCCCC3)C(=O)CC2)cc1	i	i	i	-8.1	i	4.3	i	-4.5	i	i	i
COCCCNc1ccnc2c(Cl)cccc12	i	i	i	-2.1	i	2.7	i	15.0	i	i	i
CCOc1ncccc1C(=O)Oc1ccc2c(c1)OCO2	i	i	i	-6.6	i	-10.9	i	-3.6	i	i	i
Cc1ccc(-n2nnnc2SCC(=O)Nc2cc(C)on2)c(C)c1	i	i	i	-1.7	i	-2.5	i	-1.0	i	i	i
O=C(COC(=O)/C=C/c1ccc(Cl)cc1Cl)Nc1ccc2c(c1)OCCO2	i	i	i	-5.9	i	x	i	8.3	i	i	i
COc1ccc(C)cc1S(=O)(=O)N1CCN(C(=O)c2ncoc2-c2ccc(F)cc2)CC1	i	i	i	-9.3	i	-1.0	i	7.3	i	i	i
O=C(CN1CCOCC1)c1c[nH]c2ccccc12	i	i	i	0.8	i	8.7	i	3.3	i	i	i
CC(=O)N1CC=C2C(C#N)=C(N)C(C#N)(C#N)C(CCc3ccccc3)C2C1 (stereo not given)	i	i	i	-25.6	i	-4.3	i	5.4	i	i	i
O=C(CSc1nnc(-c2ccccn2)o1)Nc1ccccc1F	i	i	i	-7.2	i	3.1	i	-3.5	i	i	i
CCOC(=O)c1sc2nc(C)nc(SCC(=O)NC3CCS(=O)(=O)C3)c2c1C (stereo not given)	i	i	i	-4.8	i	-5.6	i	1.7	i	i	i
O=C(Nc1ccc2c(c1)OCO2)O[C@@H]1C[C@H]2CCCC(=O)N3CC[C@@H](C1)[C@@H]23	i	i	i	-2.1	i	4.8	i	-1.7	i	i	i
CCN1C(=O)[C@H]2[C@@H](c3ccc(C)cc3)N3C(=O)N(c4cccc(F)c4)C(=O)[C@@]3(Cc3ccc(Cl)cc3)[C@H]2C1=O	i	i	i	-10.0	i	6.1	i	1.6	i	i	i
COc1ccc(N2CCN(C(=O)CSc3nc4[nH]ncc4c(=O)n3-c3ccc(Br)cc3)CC2)cc1	i	i	i	-20.3	i	2.6	i	-6.9	i	i	i
